Compound activity deposited in PubChem by National Center for Advancing Translational Sciences (NCATS).
G9a inh: inhibitors of human histone lysine methyltransferase G9a. Q96KQ7. G9a H3K9 monomethylation, AlphaScreen, 2 h. Potency, µM (series often up to 102 µM), for inactives: at the highest dose activity, negative = inhibition, actives largely listed as inhibitors. 350,000 tested, 8.8% active; further: on the % scale 0 is the no-effect control and ±100 the full control effect; nearly all actives have a fitted effect of over 75% in size
Target sequence (Q96KQ7 913-1193 limits assumed): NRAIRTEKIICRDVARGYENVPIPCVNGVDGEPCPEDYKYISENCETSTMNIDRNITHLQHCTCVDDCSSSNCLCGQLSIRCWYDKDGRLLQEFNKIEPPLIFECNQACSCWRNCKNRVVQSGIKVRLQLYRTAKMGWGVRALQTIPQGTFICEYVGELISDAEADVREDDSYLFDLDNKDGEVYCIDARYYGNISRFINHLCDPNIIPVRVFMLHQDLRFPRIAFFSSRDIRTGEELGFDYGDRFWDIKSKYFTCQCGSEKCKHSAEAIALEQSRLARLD
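AlphaScreen read-out: biotin-H3K9 peptide (500 nM) methylation by 20 nM enzyme with 20 uM SAM, 2 h at room temperature after 15 min compound preincubation; anti-monomethyl H3K9 antibody plus donor/acceptor beads, 10 min dark.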
BLM inh: inhibitors of human Bloom syndrome helicase BLM; recombinant BLM DNA unwinding, fluorescence dequenching; Potency, µM (top dose mostly 56.1 µM), for inactives: at the highest dose activity change, negative = inhibition, hits mostly inhibitors; 350,000 tested, 0.2% active; AID 2528;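 further: plate controls were vehicle for no effect and no enzyme for full effect; nearly all actives have a fitted effect of over 35% in size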
Tb PGK inh: inhibitors of T. brucei phosphoglycerate kinase. P07378. PGK/GAPDH coupled, Kinase-Glo luminescence, 60 min. Potency, µM (series often up to 57.5 µM), inactives show top-dose activity change, negative = inhibition, most hits filed as inhibitors. 380,000 tested, 0.043% active; further: on the % scale 0 is the no-effect control and ±100 the full control effect; nearly all actives have a fitted effect of over 60% in size
Target sequence (P07378 whole entry, looked up): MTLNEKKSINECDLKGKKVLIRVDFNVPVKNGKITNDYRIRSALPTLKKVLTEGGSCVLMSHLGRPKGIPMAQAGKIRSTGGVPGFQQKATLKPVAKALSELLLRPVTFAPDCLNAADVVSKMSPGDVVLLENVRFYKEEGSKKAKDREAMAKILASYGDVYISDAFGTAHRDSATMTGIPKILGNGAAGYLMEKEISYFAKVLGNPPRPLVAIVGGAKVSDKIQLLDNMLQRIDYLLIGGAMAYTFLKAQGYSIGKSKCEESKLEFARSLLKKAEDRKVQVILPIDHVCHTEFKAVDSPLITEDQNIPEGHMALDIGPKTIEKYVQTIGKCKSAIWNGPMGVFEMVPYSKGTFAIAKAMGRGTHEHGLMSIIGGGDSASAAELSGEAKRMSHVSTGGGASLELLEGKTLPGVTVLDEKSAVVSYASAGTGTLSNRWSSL
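Recombinant glycosomal PGK reaction used 1,3-bisphosphoglycerate generated in-well by GAPDH (100nM final) in 100mM TEA pH 7.6, 5mM MgCl2, 0.01% Tween-20. After 60 minutes at room temperature, ATP was read by Kinase-Glo Plus luminescence end-point.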
Pol iota inh: DNA polymerase iota (human) inhibition. Q9UNA4. Pol iota fluorescent replication assay, 10 min. Potency, µM (titrated, usually from 115 µM), inactives show top-dose activity, negative = inhibition, usual class: inhibitors. 390,000 tested, 1% active. AID 588590
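Pol iota at 10 nM preincubated 15 min with compounds at room temperature; reaction started with fluorescent substrate, 50 nM final. Fluorescence read kinetically at 0 and 10 min; buffer-only wells as negative control.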
BAZ2B block: BAZ2B (human) inhibition; 360,000 tested, 4.4% active; AlphaScreen BAZ2B-H3K14Ac peptide displacement; Potency, µM (titrated, usually from 114 µM), without a hit: at the top dose activity change, negative = inhibition, most hits filed as inhibitors; further: on the % scale 0 is the no-effect control and ±100 the full control effect; nearly all actives have a fitted effect of over 60% in size
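BAZ2B (50 nM) with biotin-H3(5-23)K14Ac peptide (50 nM) in PBS pH 7.4, 0.01% Tween-20, preformed 30 min, then compound 30 min at room temperature; top concentration 110uM. AlphaScreen streptavidin donor/nickel chelate acceptor beads (10 ug/mL final), 20 min dark, signal read.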
HP1b binding inh: HP1-beta chromodomain-methylated histone interaction inhibition. P83916. AlphaScreen HP1-beta / biotin-H3K9me3 peptide binding. Potency, µM (top dose mostly 114 µM), inactives show top-dose activity change, negative = inhibition, hits mostly inhibitors. 390,000 tested, 0.56% active; further: nearly all actives have a fitted effect of over 70% in size; inactives centre near 23
Target sequence (P83916 whole entry, looked up): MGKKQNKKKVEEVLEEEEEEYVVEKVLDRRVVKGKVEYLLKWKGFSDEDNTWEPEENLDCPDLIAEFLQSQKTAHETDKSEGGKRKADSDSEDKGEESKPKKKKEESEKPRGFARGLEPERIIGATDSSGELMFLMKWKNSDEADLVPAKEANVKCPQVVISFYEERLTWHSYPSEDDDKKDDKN
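Compound inhibition of the preformed complex between 50 nM HP1-beta and 50 nM biotinylated H3K9me3 peptide was read by AlphaScreen. Buffer was PBS pH 7.4 with 0.01% Tween-20. Incubations ran 30 min at room temperature, with 10 ug/mL donor/acceptor beads.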
JMJD2A Tudor inh: inhibitors of human JMJD2A Tudor domain | O75164 | AlphaScreen JMJD2A-Tudor / H3K4me3 peptide binding | Potency, µM (series often up to 114 µM), inactives show top-dose activity change, negative = inhibition, most hits filed as inhibitors | 390,000 tested, 4.4% active; further: on the % scale 0 is the no-effect control and ±100 the full control effect; nearly all actives have a fitted effect of over 50% in size
GLS inh: inhibitors of human glutaminase (GLS); AID 624170; O94925; 410,000 tested, 0.21% active; Potency, µM (titrated, usually from 45.5 µM), for the others: at the top dose activity change, negative = inhibition, actives largely listed as inhibitors; GLS enzymatic activity, qHTS titration; further: on the % scale 0 is the no-effect control and ±100 the full control effect
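hKGA in 45 mM KH2PO4 pH 8.2, 0.02% Tween-20 with pin-transferred compounds; 1 mM L-glutamine (stock) plus glutamate oxidase/HRP/Amplex Red coupling added. Fluorescence read initially and after 30 min at RT.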
Pin1 inh: human Pin1 inhibition. Q13526. Pin1 FP peptide displacement, HiFluor488, 10 min. Potency, µM (titrated, usually from 115 µM), inactives show top-dose activity, negative = inhibition, actives largely listed as inhibitors. 390,000 tested, 0.009% active. AID 504891; active means well fitted inhibition curve with a large enough effect in the polarisation, with a control signal flat, not every such curve was filed as active; inconclusive means small, poorly fitted or top-dose-only effect, or effect the other way, or a change in a side signal; inactive means no such curve, though single readings can be large or run the other way; the % refers to the polarisation; further: on the % scale 0 is the no-effect control and ±100 the full control effect
Target sequence (Q13526 whole entry, looked up): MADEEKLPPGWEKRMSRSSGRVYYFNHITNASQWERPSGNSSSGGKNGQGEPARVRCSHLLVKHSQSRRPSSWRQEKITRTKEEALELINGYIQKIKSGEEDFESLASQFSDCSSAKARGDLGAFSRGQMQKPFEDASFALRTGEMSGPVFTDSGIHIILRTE
* hit, by the source's call; i = inactive; ? = inconclusive; . = not tested or not shown; [ ] = remark or other dose. Unless noted, the call rests on the fitted dose curve; in most records, active means well fitted curve in the direction sought with a large enough effect; inconclusive means small, poorly fitted or top-dose-only effect, or another doubt; inactive means no such curve, though single readings can be large; an effect the other way counts as inactive or inconclusive. Potency means the concentration at half of the fitted maximal effect. This is a subset; the hit share may differ from the screen's.

Every second line gives: G9a inh	Pol iota inh	GLS inh	BAZ2B block	Tb PGK inh	Pin1 inh	BLM inh	HP1b binding inh	JMJD2A Tudor inh
1: Cc1ccc(C(=O)N2C3C=CC(C3)C2(C(F)(F)F)C(F)(F)F)cc1 (stereo unspecified)
    5%[12.7 µM]	1%	9%	-1%	-2%	0%	-3%	26%	-15%
2: CCOc1ccc(/C=N/NC(=S)Nc2c(C)cccc2C)cc1
    28%[59 µM]	0%	24%	0%	i	-5%	-2%	11%	?
3: CCc1ccccc1NS(=O)(=O)c1ccc2[nH]cc(C(=O)N(CC(C)C)CC(C)C)c(=O)c2c1
    -8%[59 µM]	-8%	6%	-4%	0%	1%	0%	-2%	-29%
4: CCOCCc1nn2c(=O)cc(COC(=O)CNC(=O)c3ccc(C(C)(C)C)cc3)nc2s1
    28%[59 µM]	0%	4%	-7%	6%	-4%	0%	7%	-7%
5: Cc1cc(S(=O)(=O)N2CCCC2)ccc1OCC(=O)N1CCC(C(N)=O)CC1
    ?	93%[activator]	?	-4%	7%	3%	-5%	19%	-4%
6: CC1CCC(NC(=O)C2(C)Cc3ccccc3C(=O)N2Cc2ccc(F)cc2)CC1 (stereo unspecified)
    0%[59 µM]	17%	-14%	1%	.	1%	-3%	31%	-2%
7: O=C(NCc1ccccc1CN1CCCC1)c1cccc(N2CCCC2=O)c1
    -18%[59 µM]	?	1%	-13%	-7%	9%	.	28%	-17%
8: CCCCCn1c(CCNC(=O)CCC)nc2ccccc21
    -13%	45%[activator]	-8%	3%	i	0%	-3%	68%[activator]	1%
9: CCn1c(COc2ccc(=O)n(-c3ccccc3)n2)n[nH]c1=S
    25µM*	24%	7%	-2%	-3%	-3%	-4%	40%[activator]	20µM*
10: COc1ccc(-n2c(=O)c3sc4ccccc4c3n(CC(=O)Nc3ccccc3F)c2=O)cc1
    1%[59 µM]	32%[activator]	13%	-5%	3%	-6%	-1%	27%	-12%
11: Cc1ccc(OCC(=O)NCc2n[nH]c(=O)c3ccccc23)cc1
    8%[0.501 µM]	9%	1%	-6%	-6%	-1%	.	12%	-14%
12: CC(=O)c1ccc(COC(=O)Cc2ccc([N+](=O)[O-])cc2)cc1
    37%	?	3%	-4%	i	-8%	-4%	40%[activator]	1%
13: CN1CCN(CCCNc2nc3ccccc3c3nc(-c4ccccc4)nn23)CC1
    .	18%	2%	.	-8%	-1%	.	9%	-31%
14: Fc1ccccc1CSc1nc2ccccc2[nH]1
    50µM*	-2%	-1%	-5%	0%	2%	-6%	-11%	-8%[11.4 µM]
15: CCCc1c(O)nc(SCCN(CC)CC)[nH]c1=O
    8%[12.7 µM]	4%	35%[activator]	-25%	i	1%	1%	29%	-22%
16: CCc1nn(CC(=O)NCCCOC)c(=O)c2cc3ccccc3n12
    3%[59 µM]	26%	-4%	3%	-5%	-4%	0%	38%	8%
17: COc1cccc(N2CCN(CC(=O)NCc3ccccc3)CC2)c1
    12%	115%[activator]	-12%	-23%	-4%	2%	-2%	58%[activator]	-11%
18: CC(C(=O)N1CCN(Cc2ccc3c(c2)OCO3)CC1)c1ccc([N+](=O)[O-])cc1 (stereo unspecified)
    -29%	89%[activator]	5%	-27%	-6%	4%	1%	-7%	-27%
19: COC(=O)c1ccc(Cn2c(CN3CCOCC3)nc3ccccc3c2=O)o1
    -35%[59 µM]	24%	-5%	-4%	19%	0%	-2%	32%	-4%
20: CCc1ccc(C2CC(=O)c3c([nH]c(C(=O)OCC4CCCCC4)c3C)C2)cc1 (stereo unspecified)
    0%[59 µM]	6%	-2%	4%	-2%	0%	-2%	30%	-12%
21: COc1ccc(C(=O)c2nc3c(n2O)CCCC3)cc1OC
    ?	4%	5%	-27%	3%	-2%	0%	1%	50µM*
22: COCCc1ncc(CN2CCCC(C(=O)Nc3cccc(-c4cccc(C)c4)c3)C2)cn1 (stereo unspecified)
    -6%[0.501 µM]	7%	5%	-16%	-8%	6%	-3%	8%	-32%
23: COCc1nnc(NC(=O)c2ccc(NC(C)=O)cc2)s1
    ?	28%	-17%	-5%	2%	2%	3%	-12%	-2%
24: CC1CCN(S(=O)(=O)c2ccc3c(c2)CCN3C(=O)CCC(=O)O)CC1
    8%[12.7 µM]	14%	-6%	-30%	i	0%	1%	39%[activator]	26%
25: COc1cnn(-c2cccc(C(F)(F)F)c2)c(=O)c1Cl
    .	58%[activator]	-7%	.	-6%	-1%	.	3%	-10%
26: O=C(c1ccco1)N1CCN(Cc2ccccc2F)CC1
    28µM*	18%	0%	?	3%	7%	-1%	?	28µM*
27: CCOCc1nnc(NC(=O)CCS(=O)(=O)Cc2ccccc2)s1
    79µM*	22%	0%	-22%	5%	-2%	-3%	18%	-6%
28: NC(=NCCc1ccccc1)NS(=O)(=O)c1ccccc1F
    -1%	30%	-22%	-15%	-6%	-3%	0%	10%[57 µM]	-15%
29: CS(=O)(=O)N1CC(C(=O)NN)Oc2ccc(Cl)cc21 (stereo unspecified)
    24%[59 µM]	5%	38%[activator]	5%	-8%	-6%	-5%	42%[activator]	-17%
30: CC(=O)N1CCSc2ccc(S(=O)(=O)Nc3ccccc3C)cc21
    18%	11%	-4%	-21%	i	3%	-1%	35%	1%

Entries of single compounds from above:
Entry for Cc1ccc(OCC(=O)NCc2n[nH]c(=O)c3ccccc23)cc1 : G9a inh = 8%[0.501 µM]; Pol iota inh = 9%; GLS inh = 1%; BAZ2B block = -6%; Tb PGK inh = -6%; Pin1 inh = -1%; BLM inh = .; HP1b binding inh = 12%; JMJD2A Tudor inh = -14%
Entry for CCOCc1nnc(NC(=O)CCS(=O)(=O)Cc2ccccc2)s1 : G9a inh = 79µM*; Pol iota inh = 22%; GLS inh = 0%; BAZ2B block = -22%; Tb PGK inh = 5%; Pin1 inh = -2%; BLM inh = -3%; HP1b binding inh = 18%; JMJD2A Tudor inh = -6%

Going on with the list:
Every second line gives: G9a inh	Pol iota inh	GLS inh	BAZ2B block	Tb PGK inh	Pin1 inh	BLM inh	HP1b binding inh	JMJD2A Tudor inh
31: O=C(NCc1ccccc1Cl)c1ccc2c(=O)n(CCCN3CCCC3=O)c(=S)[nH]c2c1
    -11%[59 µM]	5%	-9%	4%	-6%	5%	-2%	22%	-10%
32: COC(=O)CC(=O)CSc1nc2cc(C(=O)NC(C)C)ccc2c(=O)n1CCc1ccccc1
    12%[59 µM]	-2%	8%	-3%	-1%	?	2%	50%[activator]	11%
33: O=C(N/C(=C/c1ccc([N+](=O)[O-])cc1)C(=O)N1CCOCC1)c1ccco1
    -17%	35%[activator]	4%	7%	i	-2%	-3%	16%	-15%
34: Cc1noc2ncnc(NCc3cccc(Cl)c3)c12
    8%[59 µM]	-8%	5%	6%[57.1 µM]	-3%	-8%	-1%	6%	-14%
35: O=C(NCC1CC1)c1onc(CSc2nc3ccccc3[nH]2)c1C(=O)NCC1CC1
    .	?	0%	?	-2%	0%	-2%	32%	-14%
36: CCc1nnc(NC(=O)CSc2nnc(-c3c[nH]c4ccccc34)n2C)s1
    2%	-4%	-1%	4%	-2%	4%	-6%	41%[activator]	-12%
37: CCC(OC(=O)CN1C(=O)c2ccccc2C1=O)C(=O)NC1CCCC1 (stereo unspecified)
    4%	18%	0%	-17%	-4%	0%	-2%	32%[57 µM]	-7%
38: Cc1ccc(Cl)c2sc(N3CCN(C(=O)c4ccco4)CC3)nc12
    -4%[0.501 µM]	?	-5%	-38%	-1%	11%	.	-9%	-19%
39: Clc1cccc(OCc2nc(-c3ccncc3)no2)c1
    27%	-28%	0%	11%	0%	8%	-6%	8%	4%
40: COc1ccccc1CC(=O)Nc1cc(S(=O)(=O)N2CCOCC2)ccc1N1CCOCC1
    ?	22%	3%	4%	0%	-1%	.	51%[activator]	8%
41: O=C(COC(=O)CCc1nc2ccccc2n1-c1ccccc1)Nc1ccc(N2CCCCC2)cc1
    10µM*	200%[activator]	2%	?	-9%	3%	4%	-6%	-20%
42: Cc1onc(-c2c(Cl)cccc2Cl)c1C(=O)NCCN1CCOCC1
    -46%[12.7 µM]	-9%[58.9 µM]	5%	9%	-14%	2%	0%	32%[activator]	2%
43: CCOC(=O)CN1C(=O)C(O)=C(C(C)=O)C1c1ccccc1 (stereo unspecified)
    -37%[2.33 µM]	3%	1%	79µM*	-2%	-6%	3%	7%	?
44: O=S(=O)(c1ccc2[nH]ccc2c1)N1CCCCCC1
    19%	4%	-1%	-6%	-11%	-1%	-2%	34%	-3%
45: CC(C)N(Cc1nccn1C)C(=O)CC1C(=O)NCCN1Cc1ccccc1C(F)(F)F (stereo unspecified)
    -16%[59 µM]	30%	-3%	-26%	i	-3%	-1%	15%	-10%
46: Cc1sc2ncnc(NCC3CCCO3)c2c1C (stereo unspecified)
    -4%	?	3%	?	-9%	1%	0%	13%	-25%
47: CCOc1ccc(NC(=O)CN(C)C(=O)Cc2c[nH]c3ccccc23)cc1OCC
    50µM*	-2%	-1%	-7%	-3%	-2%	.	-17%	-26%
48: O=C(CN1C(=O)COc2ccc(S(=O)(=O)N3CCCC3)cc21)N1CCN(c2cccc(C(F)(F)F)c2)CC1
    -1%[59 µM]	33%[activator]	7%	-7%	2%	-6%	-8%	26%	-21%
49: COc1ccc(C(C)NC(=S)NC2CCCCC2)cc1OC (stereo unspecified)
    ?	70%[activator]	4%	-19%	i	-6%	-1%	4%	-18%
50: Cc1nc2ccccn2c(=O)c1NC(=O)c1cccc2ccccc12
    -32%	65%[activator]	?	-5%	3%	-13%	.	33%	-8%
51: COc1cc(Cl)c(C)cc1NC(=O)COC(=O)C(NS(=O)(=O)c1ccc(Cl)cc1)C(C)O (stereo unspecified)
    7%	11%	-1%	-5%	i	6%	-5%	13%	-14%
52: Cc1cc2cc(CN(C(=O)C3CC3)C3CCCC3)c3nnnn3c2cc1C
    7%[59 µM]	10%	0%	5%	3%	0%	0%	40%	-4%
53: Nc1nc(=O)n(C2CC(O)C(CO)O2)cc1F (stereo unspecified)
    .	-6%	-3%	.	i	-1%	.	42%[activator]	-10%
